EPAC2 ag = EPAC2 (human) agonism. Potency, µM (series often up to 154 µM), inactives show top-dose activation, hits mostly activators. 360,000 tested, 0.079% active. EPAC2 activation, biochemical qHTS; response scale: 100% = 6.5 mM cAMP response; note: potency is the fitted concentration of half-maximal effect; nearly all actives have a fitted effect of over 50% in size
Target sequence (Q8WZA2 whole entry, looked up): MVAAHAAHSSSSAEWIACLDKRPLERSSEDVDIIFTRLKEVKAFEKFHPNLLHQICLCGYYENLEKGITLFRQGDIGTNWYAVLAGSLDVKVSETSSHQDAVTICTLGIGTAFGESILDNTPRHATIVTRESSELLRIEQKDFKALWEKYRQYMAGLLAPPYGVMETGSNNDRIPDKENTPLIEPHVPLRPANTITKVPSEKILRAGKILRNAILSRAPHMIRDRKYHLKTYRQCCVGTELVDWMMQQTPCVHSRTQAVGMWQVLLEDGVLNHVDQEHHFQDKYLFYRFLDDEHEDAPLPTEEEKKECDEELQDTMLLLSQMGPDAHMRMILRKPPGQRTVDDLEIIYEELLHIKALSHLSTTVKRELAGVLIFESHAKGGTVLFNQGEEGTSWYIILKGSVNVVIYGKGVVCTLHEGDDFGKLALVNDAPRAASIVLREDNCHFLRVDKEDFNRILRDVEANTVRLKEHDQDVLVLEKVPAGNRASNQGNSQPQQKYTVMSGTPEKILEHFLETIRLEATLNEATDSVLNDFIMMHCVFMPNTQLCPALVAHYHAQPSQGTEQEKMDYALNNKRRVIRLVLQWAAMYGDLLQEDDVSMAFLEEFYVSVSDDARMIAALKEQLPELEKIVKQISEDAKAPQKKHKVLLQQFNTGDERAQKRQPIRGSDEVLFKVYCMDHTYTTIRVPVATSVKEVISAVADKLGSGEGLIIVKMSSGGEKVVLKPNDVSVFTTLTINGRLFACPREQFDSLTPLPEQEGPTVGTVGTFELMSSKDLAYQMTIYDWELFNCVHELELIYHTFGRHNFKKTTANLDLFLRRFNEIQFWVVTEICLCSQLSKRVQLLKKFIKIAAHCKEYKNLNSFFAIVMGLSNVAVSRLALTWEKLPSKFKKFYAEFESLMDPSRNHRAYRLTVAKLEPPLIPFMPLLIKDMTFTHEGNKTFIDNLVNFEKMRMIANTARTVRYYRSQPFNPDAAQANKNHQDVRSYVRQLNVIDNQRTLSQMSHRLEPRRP
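Setup: EPAC2 100 nM, labeled Rap1B complex 250 nM, free GDP 50 uM. Compound titrations pinned in, brief spin, 5 min room temperature incubation. Kinetic fluorescence read over 30 min, normalized to 6.5 mM cAMP.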
Nrf2 block = Nrf2 pathway inhibition; A549 ARE-Fluc reporter, luciferase luminescence, 18-24 h; Potency, µM (doses to about 46 µM), for inactives: top-dose activity change, negative = inhibition, actives largely listed as inhibitors; 360,000 tested, 2.1% active; AID 504444; note: potency is the fitted concentration of half-maximal effect; % is set by controls: 0 for no effect and ±100 for the full control effect; nearly all actives have a fitted effect of over 60% in size
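In this cell-based qHTS, ARE-driven firefly luciferase in A549 cells reports Nrf2 activity; the luminescent signal after BugLite lysis is the measured value, with a prior CellTiter-Fluor read for cell health.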
S2 tox = cell viability loss in ATXN counter-screen; 400,000 tested, 0.49% active; S2 cells (HEK-293 line with an ATXN2-luciferase reporter) viability, CellTiter-Fluor protease fluorescence, 24 h; Potency, µM (doses to about 56.7 µM), most hits filed as cytotoxic; note: potency is the fitted concentration of half-maximal effect; nearly all actives have a fitted effect of over 40% in size
IL2 activator = activators of IL-2. IL-2 activation reporter assay, cell-based qHTS; stimulated with anti-CD3/CD4/CD28 beads; in transgenic mouse T cells. activation, % (series mostly up to about 46 µM). 360,000 tested, 0.065% active. AID 652025; in the data active = activation above about 50%; inconclusive = mostly about 30% to 49%; note: 0% is about no effect
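Using fluorescent plate cytometry, EGFP and DsRed are detected in transgenic mouse T cells stimulated 18 h at 37 degrees C with antibody-coated beads after 60 min compound pretreatment.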
HepG2 viability = HepG2 cytotoxicity, counter-screen for TGF-b inhibitors; HepG2 CAGA-GFP viability, ATP luminescence, 18 h; Potency, µM (titrated, usually from 46.1 µM), for the others: top-dose activity change, negative = cytotoxicity, most hits filed as cytotoxic; AID 588856; 410,000 tested, 0.76% active; note: potency is the fitted concentration of half-maximal effect; some results filed as inactive show a strong effect at the top dose
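HepG2 CAGA-GFP cells (1000/well, DMEM with 1% FBS) received compound, then TGF-beta at 500 pg/mL final, and were incubated 18 hours at 37 degrees C. Viability was read by CellTiter-Glo luminescence. Media-only wells were set as complete cell-killing and DMSO as no toxicity.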
A549 viability = A549 cytotoxicity, counter-screen for Nrf2 inhibitors | 390,000 tested, 0.16% active | A549 ARE-Fluc cells, CellTiter-Fluor viability, 18-24 h | Potency, µM (top dose mostly 46 µM), for inactives: top-dose activity change, negative = cytotoxicity, usual class: inhibitors; note: potency is the fitted concentration of half-maximal effect; % is set by controls: 0 for no effect and ±100 for the full control effect
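A549 ARE-Fluc cells in 5% FBS OPTI-MEM, 5000 cells/well, rested 2 h then exposed to compounds in concentration-response for 18-24 h at 37 °C. Viability by CellTiter-Fluor fluorescence (Ex 405/Em 525) after 30 min; luciferase luminescence (BugLite, 15 min, RT) read afterwards.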
Nrf2 activator = Nrf2 pathway activation; 410,000 tested, 0.31% active; Potency, µM (titrated, usually from 46.1 µM), without a hit: at the top dose activation, hits mostly activators; AREc32 ARE-luciferase reporter (MCF7-derived line), luminescence, 24 h; note: potency is the fitted concentration of half-maximal effect; % of control where 0% means no effect; nearly all actives have a fitted effect of over 65% in size
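ARE activation measured as luciferase luminescence (Steady-Glo, 30 min RT) in AREc32_Fluc cells after 24 hr compound exposure at 37 deg C, 5% CO2; cells seeded overnight at 1000/well in OPTI-MEM, 5% FBS.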
TGFb SMAD3 inh = TGF-b pathway inhibition | HepG2 CAGA-GFP TGF-b/SMAD3 reporter, GFP fluorescence, 18 h; TGF-beta stimulated, 500 pg/mL final | Potency, µM (doses to about 46.1 µM), without a hit: at the top dose activity, negative = inhibition, hits mostly inhibitors | 410,000 tested, 1.2% active; note: potency is the fitted concentration of half-maximal effect; % is set by controls: 0 for no effect and ±100 for the full control effect; nearly all actives have a fitted effect of over 65% in size
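TGF-beta reporter screen: HEPG2 CAGA-GFP, 1% FBS, 500 pg/mL TGF-beta final, 18 h; per-cell GFP summed per well; curves fitted and categorized by class.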
ATXN2 expr inh = inhibitors of ATXN2 expression; Potency, µM (top dose mostly 57 µM), inactives show top-dose activity change, negative = inhibition, hits mostly inhibitors; 360,000 tested, 0.72% active; HEK-293 ATXN2-luciferase reporter, luminescence, 24 h; note: potency is the fitted concentration of half-maximal effect; % is set by controls: 0 for no effect and ±100 for the full control effect; nearly all actives have a fitted effect of over 55% in size
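ATXN2-luciferase reporter cells (luciferase flanked by upstream and downstream ATXN2 gene portions) were treated 24 h at 37 °C with compounds at up to 57 uM. SteadyGlo luminescence gave expression; GF-AFC fluorescence gave viability.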
Starred values were filed as active, the others as inactive; i = inactive; ? = inconclusive; / = not tested or not shown; & = joins results of further samples; [ ] = dose if it differs, or a comment. Unless noted, calls come from the whole dose curve; as a rule, active = well fitted curve in the direction sought with a large enough effect; inconclusive = small, poorly fitted or top-dose-only effect, or another doubt; inactive = no such curve, though single readings can be large; an effect the other way counts as inactive or inconclusive.

SMILES	EPAC2 ag	Nrf2 block	S2 tox	IL2 activator	HepG2 viability	A549 viability	Nrf2 activator	TGFb SMAD3 inh	ATXN2 expr inh
CC(OC(=O)C1CCCC1)C(=O)Nc1ncc(Cl)cc1Cl (centres undefined)	2%	15%	i	-0.8	3%	1%	-0.8%	-1%	6%
Nc1c(C(=O)N/N=C/c2ccc(OCc3ccccc3)cc2)cnn1-c1ccccc1	5%	-14%	?	0.6	2%	-15%	6.0%	-12%	/
Nc1cc(C(Cl)=C(Cl)Cl)c(S(N)(=O)=O)cc1S(N)(=O)=O	0%	17%	i	0.4	17%	2%	-1.4%	-8%	11%&29%&9%
CCOc1ccc(S(=O)(=O)N2CCOCC2)cc1NC(=O)CN1C(=O)NC(CC)(c2ccccc2)C1=O (centres undefined)	-4%	0%	i	-0.4	4%	0%	-0.6%	4%	9%
CC(O/N=C/c1ccc(OC(F)F)cc1)C(=O)Nc1cccc(S(=O)(=O)N2CCOCC2)c1 (centres undefined)	-2%	-5%	i	-0.4	7%	-2%	2.3%	0%	-3%
CN(C(=O)c1oc(=O)c2ccccc2c1-c1ccccc1)c1cccc(Cl)c1	/	?	/	/	-27%	-16%	5.2%	?	/
Cc1cc(S(=O)(=O)N(Cc2ccccc2F)C2CC2)ccc1-n1cnnn1	12%	0%	i	-1.2	-12%	17%	-0.7%	?	-6%
O=C(c1noc2c1CCCCC2)N1CCN(c2cccc(Cl)c2)CC1	/	-26%	/	/	1%	3%	-0.9%	0%	/
Cc1cccc(C)c1NC(=O)COC(=O)c1ccc2[nH]c3c(c2c1)CCCC3	3%	-19%	i	0.0	-75%	-13%	0.1%	?	/
O=C1Cc2ccccc2C(=O)N1CCc1ccccc1	6%	-21%	i	-2.9	-26%	-12%	5.3%	-3%	-4%
CCCCN(CC)CCNc1ncnc2onc(-c3ccc(Cl)cc3)c12	/	5%	i	/	-3%	-3%	0.4%	5%	-2%
CCN1C(=O)[C@H]2[C@@H](c3ccc(-c4cc(C(C)=O)cs4)cc3)N[C@@](Cc3ccccc3)(C(=O)OC)[C@H]2C1=O	-1%	-12%	i	0.3	-2%	-8%	-0.1%	0%	9%
CCOC(=O)CC(NC(=O)c1cc2ccccc2oc1=O)c1cccc([N+](=O)[O-])c1 (centres undefined)	8%	-9%	i	-3.5	15%	3%	0.7%	27%	-4%
O=C(OCC1CCCO1)c1ccc2c(c1)N(Cc1ccccc1F)C(=O)c1ccccc1S2(=O)=O (centres undefined)	/	7%	i	/	-3%	1%	-0.4%	0%	0%
COc1ccccc1NS(=O)(=O)c1ccc(C(=O)N2CC(C)OC(C)C2)cc1 (centres undefined)	6%	-21%	i	3.1	1%	-2%	-0.3%	-2%	3%
Cc1c(C)n(C)c2ccc(C(=O)NCCc3ccc(Cl)cc3)cc12	/	0%	/	/	-1%	5%	0.5%	?	/
O=C(CN(c1ccccn1)S(=O)(=O)c1ccc(F)cc1)Nc1ccccc1	2%	-1%	i	-3.3	-18%	-1%	-0.7%	-7%	-13%
Cc1ccc(C2C(C#N)=C(N)Oc3nc(-c4ccccc4)[nH]c32)o1 (centres undefined)	-1%	?	i	-0.1	-11%	-9%	?	13%	-13%
O=C(NCC1CCCO1)C(c1cccnc1)N(C(=O)Cc1cccs1)c1ccccc1 (centres undefined)	5%	4%	i	-1.2	-10%	-1%	-0.6%	0%	56%[activator]
O=C(NCc1cccnc1)c1cc(C2CCCN(C(=O)c3ccc4c(c3)CCO4)C2)on1 (centres undefined)	3%	/	i	1.4	-20%	/	0.2%	-1%	-6%
CCc1ccc(C2=C(C)C(N3CCC(C(=O)Nc4ccc(F)cc4)CC3)=NS2(=O)=O)cc1	/	?	/	/	-1%	-5%	0.0%	5%	?
COc1ccc(OC)c(Nc2ncc3c(n2)CCN(Cc2cc(OC)c(OC)c(OC)c2)C3)c1	/	/	i	/	-4%	9%	-1.1%	1%	8%
Cc1cc(C)nc(N2CCC(C(=O)NC3CCCc4ccccc43)CC2)n1 (centres undefined)	-11%	/	i	1.8	0%	-1%	0.2%	3%	4%
Cc1ccc(S(=O)(=O)c2c(C)nn(C(C)(C)C)c2OC(=O)C(C)(C)C)cc1	3%	/	i	-0.2	-19%	?	6.9%	-4%	-12%
Cn1c(=O)c2c(nc(Br)n2C/C=N/NC(N)=S)n(C)c1=O	0%	-1%	i	2.8	-15%	-1%	7.3%	?	-21%
COc1ccc(S(=O)(=O)N2CCCOC2CNC(=O)C(=O)NCCCN2CCOCC2)cc1 (centres undefined)	?	15%	i	-2.1	-28%	0%	-0.4%	0%	-7%
O=C(O)c1ccccc1-c1nc2ccccc2n1-c1ccccc1	13%	-21%	i	-1.2	-2%	4%	0.3%	-15%	-13%
O=C(CNC(=O)Cc1ccccc1)NCC(=O)OCc1ccc(C(=O)c2ccccc2)cc1	9%	-4%	i	-4.7	-32%	0%	-0.6%	17%	-9%
NC(=O)c1ccc(NC(=O)COC(=O)CNC(=O)c2sc3ccccc3c2Cl)cc1	-2%	15%	i	-0.4	10%	2%	-0.1%	0%	7%
CCc1cccc(NC(=O)CCCn2c(=O)[nH]c3ccsc3c2=O)c1	5%	-12%	i	0.1	2%	13%	2.5%	29%	-11%
O=C(Oc1ccc(Br)cc1C(=S)N1CCCC1)c1ccccc1F	5%	5%	i	-0.1	11%	-2%	-1.2%	1%	0%
O=C(O)CC(NNC(=O)c1ccccc1)C(=O)Nc1cccc([N+](=O)[O-])c1 (centres undefined)	3%	-2%	i	1.1	-3%	-12%	3.5%	-3%	4%
CCOC(=O)N1CCN(C(=O)CS(=O)(=O)c2cn(Cc3ccccc3C)c3ccccc23)CC1	-11%	-20%	i	-2.6	-13%	-5%	-0.6%	-10%	-10%
COC(=O)c1ccc(NC(=O)c2cccc(N3C(=O)C4C5C=CC(C6CC56)C4C3=O)c2)cc1 (centres undefined)	9%	21µM*	/	1.4	0%	?	-0.5%	0%	?
COc1ccc(S(=O)(=O)/N=C2/NC(=O)/C(=C\c3cc(OC)c(OC)cc3[N+](=O)[O-])S2)cc1	-7%	22%	i	-1.2	-3%	-8%	-0.5%	-1%	4%
CCc1nn(CC(=O)NCCc2ccc(SC)cc2)c(=O)c2cc3sccc3n12	/	-8%	/	/	-7%	-2%	0.2%	-19%	/

Exported as labelled records: part of the list above.
O=C1Cc2ccccc2C(=O)N1CCc1ccccc1
  EPAC2 ag: 6%	Nrf2 block: -21%	S2 tox: i	IL2 activator: -2.9	HepG2 viability: -26%	A549 viability: -12%	Nrf2 activator: 5.3%	TGFb SMAD3 inh: -3%	ATXN2 expr inh: -4%

COc1ccc(OC)c(Nc2ncc3c(n2)CCN(Cc2cc(OC)c(OC)c(OC)c2)C3)c1
  EPAC2 ag: /	Nrf2 block: /	S2 tox: i	IL2 activator: /	HepG2 viability: -4%	A549 viability: 9%	Nrf2 activator: -1.1%	TGFb SMAD3 inh: 1%	ATXN2 expr inh: 8%

Additional structures.
SMILES	EPAC2 ag	Nrf2 block	S2 tox	IL2 activator	HepG2 viability	A549 viability	Nrf2 activator	TGFb SMAD3 inh	ATXN2 expr inh
CCc1nc(SCC(=O)c2ccccc2)c2c(=O)n(C)c(=O)n(C)c2n1	4%	13%	i	-0.5	-8%	-17%	-0.4%	-7%	8%
O=C1OCC=C1NNC(=O)c1cccnc1	6%	0%	i	-2.2	-4%	0%	-1.0%	10%	/
Cc1ccc(NC(=O)C2CCC(CNc3c(N4CCC(C)CC4)c(=O)c3=O)CC2)cc1F (centres undefined)	4%	?	i	-1.6	-4%	-20%	-1.7%	-3%	?
CCOC(=O)Cc1nnc(NC(=O)CC)s1	4%	/	i	2.0	-2%	2%	1.6%	?	-2%
CC1(C)SC(=S)N(/N=C/c2ccccc2O)C1N(O)C(=O)Nc1ccccc1 (centres undefined)	9%	?	i	-3.0	-29%	-5%	5.2%	?	4%
CC(C)NC(=O)c1csc([C@@H]2O[C@H](CO)[C@H](O)[C@H](O)[C@H]2O)n1	1%	/	i	1.0	-4%	/	-1.0%	-5%	14%
Cc1nn(-c2ccccc2)c2sc(C(=O)Nc3cccc(O)c3)cc12	/	?	?	/	-106%	-8%	3.5%	?	?
CN(CC(=O)NC(=O)NCc1ccccc1)Cc1ccc(Cl)c(Cl)c1	3%	6%	i	-0.4	11%	24%	-0.3%	-6%	-13%
COc1cccc(OC)c1-c1nn2c(-c3ccccc3Cl)nnc2s1	8%	10%	i	-3.0	-19%	-9%	7.2%	0%	-9%
CCOC(=O)C(C)On1c(-c2ccc(Cl)cc2)nc2ccc([N+](=O)[O-])cc21 (centres undefined)	1%	8%	i	0.8	-42%	-2%	11%	?	33%[activator]
Cc1ccc(CNC(=O)c2ccc(N3CCc4ccccc43)c([N+](=O)[O-])c2)cc1	4%	?	?	-2.8	21%	-16%	0.3%	-8%	12%
CC(/C=N/NC(=O)c1nnn(-c2nonc2N)c1CN(C)C)=C\c1ccco1	2%	0%	i	-0.5	-9%	2%	7.6%	11%	-9%
CC12CC3CC(C)(C1)CC(C(=O)Nc1nncs1)(C3)C2	2%	-23%	i	-0.9	6%	1%	-0.1%	35%[activator]	-6%
COc1c(N2CCN(C(=S)Nc3ccc(F)cc3)C(C)C2)c(F)cc2c(=O)c(C(=O)O)cn(C3CC3)c12 (centres undefined)	4%	5%	i	1.5	1%	2%	0.0%	-14%	-1%
Cc1ccc(NC(=S)N2CCC(NC(=O)c3ccco3)CC2)cc1C	10%	-4%	i	-0.4	-3%	3%	-0.7%	-1%	7%

Some of these compounds in order of their number in IL2 activator, largest number first.
SMILES	IL2 activator
CC(C)NC(=O)c1csc([C@@H]2O[C@H](CO)[C@H](O)[C@H](O)[C@H]2O)n1	1.0
O=C1OCC=C1NNC(=O)c1cccnc1	-2.2
CC1(C)SC(=S)N(/N=C/c2ccccc2O)C1N(O)C(=O)Nc1ccccc1 (centres undefined)	-3.0

High-throughput results: PubChem BioAssay, National Center for Advancing Translational Sciences (NCATS)
